ST2 inh – inhibitors of human ST2 (IL1RL1) binding to IL-33. AID 1259354. inhibition, % for hits at 17 µM. AlphaLISA ST2-Fc/biotin-IL-33 interaction, 1 h. Q01638. hit rate 2.3% among 78,000; in the data active means inhibition above about 30%; inconclusive means mostly about 10% to 28%
Target sequence (Q01638 whole entry, looked up): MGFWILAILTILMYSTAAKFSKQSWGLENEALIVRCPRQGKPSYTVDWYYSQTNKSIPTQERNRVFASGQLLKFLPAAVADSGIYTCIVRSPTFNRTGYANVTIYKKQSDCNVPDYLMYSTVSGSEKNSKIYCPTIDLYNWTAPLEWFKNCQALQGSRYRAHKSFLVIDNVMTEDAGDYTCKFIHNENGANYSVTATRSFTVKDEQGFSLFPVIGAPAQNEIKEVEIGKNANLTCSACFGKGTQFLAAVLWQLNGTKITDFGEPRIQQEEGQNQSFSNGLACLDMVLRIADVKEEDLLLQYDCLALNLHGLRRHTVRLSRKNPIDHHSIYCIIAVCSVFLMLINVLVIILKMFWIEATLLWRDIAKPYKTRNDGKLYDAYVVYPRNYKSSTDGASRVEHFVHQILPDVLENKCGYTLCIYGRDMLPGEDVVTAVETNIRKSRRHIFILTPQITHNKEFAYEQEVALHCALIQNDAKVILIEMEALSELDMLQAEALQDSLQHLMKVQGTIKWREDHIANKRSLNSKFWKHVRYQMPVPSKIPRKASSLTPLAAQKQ
The depositor's hits bear a star; i = inactive; ? = inconclusive; ! = not confirmed by another sample. The list is partial (hit frequency here may not be typical).

SMILES	ST2 inh
CC(=O)N[C@@H](Cc1c[nH]c2ccccc12)C(=O)OCc1cc(C(F)(F)F)cc(C(F)(F)F)c1	i
CCCCC(=O)Nc1ccc(F)c(Cl)c1	i
C=CCc1cccc2cc(C(=O)Nc3ccc([N+](=O)[O-])cc3C)c(=O)oc12	i
Cc1ccc(-c2csc(NC(=O)CN3C(=O)CCC3=O)n2)cc1	i
Cc1ccc(-n2c(=O)n(Cc3ccccc3)c3c(C(N)=O)nc(-c4ccc(F)cc4)nc32)cc1C	i
O=C(Nc1ccc2c(c1)OCCO2)C1CCCN(S(=O)(=O)c2cnc[nH]2)C1 (stereo unspecified)	i
NS(=O)(=O)c1ccc(CCNC(=O)CCCN2C(=O)c3cccnc3Sc3ccccc32)cc1	i
COc1cc(C(=O)Nc2c3c(nn2-c2ccc(Cl)cc2)CSC3)cc(OC)c1OC	?
COc1ccc(OC)c(NC(=O)CN(c2ccc([N+](=O)[O-])cc2)S(=O)(=O)c2ccccc2)c1	?
CCOC(=O)c1ccc(N2C(=O)C3C4C=CC(CC4)C3C2=O)cc1 (stereo unspecified)	?
CCC(C)NC(=O)CSc1c2c(nc3ccccc13)CCC2 (stereo unspecified)	?
CC(C)C(C(=O)Nc1ccccc1F)N1C(=O)c2ccccc2C1=O (stereo unspecified)	?
O=C(CCS(=O)(=O)c1cccs1)Nc1ccc(C(=O)NCc2ccco2)cc1	i
Cc1[nH]cnc1-c1nccn1CC(c1ccccc1)N1CCCCCC1 (stereo unspecified)	?
CCCC(=O)O[C@@H]1[C@H](OC[C@H](O)[C@H](O)CO)O[C@H](COC(C)=O)[C@@H](OC(C)=O)[C@@H]1OC(=O)CCCCCCCCCCCCCO	i
Cc1ccsc1CNC(=O)CC1NC(=O)c2ccccc21 (stereo unspecified)	i
Cc1ccc2oc(C(=O)N3CCC(O)(Cn4ccnc4)CC3)cc2c1	i
O=C(C1CC1)N1CCc2cc(Br)cc(S(=O)(=O)NCc3ccccn3)c21	?
CN(C)c1ccc(-c2nnc([C@H]3CCN(Cc4cccnc4)C3)o2)cc1	i
O=C(CS(=O)(=O)c1c[nH]c2ccccc12)N1CCCc2ccccc21	i
CSc1ccc2c(c1)CCN(Cc1cc3n(n1)CCNC3)C2	i
Cc1occc1C(=O)Nc1ccc(C(=O)NC2(C)CCCCC2)cc1	?
CCOc1ccc(NC(=O)CC(C)c2ccccc2)cc1 (stereo unspecified)	i
COc1cc(S(=O)(=O)NCc2ccncc2)ccc1Cl	i
CCN1CCCC(CN(C)C(=O)c2scc3c2OCCO3)C1 (stereo unspecified)	i

Reprinted from the part before: three compounds, followed by the next part.
SMILES	ST2 inh
CCOc1ccc(NC(=O)CC(C)c2ccccc2)cc1 (stereo unspecified)	i
COc1cc(S(=O)(=O)NCc2ccncc2)ccc1Cl	i
CCN1CCCC(CN(C)C(=O)c2scc3c2OCCO3)C1 (stereo unspecified)	i
O=C(Cc1ccccc1)Nc1cccc(-c2nc3ccccc3s2)c1	i
O=C1CC(NCc2cccc3c2OCO3)CN1CCCc1ccccc1 (stereo unspecified)	i
Cc1cccc(Oc2ccc(C(=O)N3CC[C@H](CO)[C@H](O)C3)cc2)c1	?
CN1CCCN(Cc2ccc(Cl)c(Cl)c2)CC1	i
CCCc1cc(C(=O)N2CCc3cc(OC)c(OC)cc3C2)n[nH]1	i
CN1C[C@@H](NC(=O)Nc2cccc(C#N)c2)C[C@H]1c1nc(-c2cnccn2)no1	i
Cc1nonc1-c1cn2cc(Cl)ccc2n1	?
CCC(C)n1c(=N)c(C(=O)NC2CCCCC2)cc2c(=O)n3cccc(C)c3nc21 (stereo unspecified)	i
Cc1ccc(CN2C(=O)CSc3ccc(C(=O)NC4CCCCC4C)cc32)cc1 (stereo unspecified)	i
CCOc1ccc(-c2nc3s/c(=C\c4ccco4)c(=O)n3n2)cc1	i
COc1cc(C=O)cc(I)c1OCc1cccc(C(=O)O)c1	i
Cn1nc(-c2ccncc2)nc2c(=O)n(C)c(=O)nc1-2	i
Cc1cccc(N(CC(=O)Nc2ccc(F)cc2)S(=O)(=O)c2ccccc2)c1C	38.0%*
CCC(C)Nc1ncc(C(=O)OC)c2ccccc12 (stereo unspecified)	i
Cc1ccc(C(=O)N[C@H]2CO[C@H]3[C@@H]2OC[C@@H]3Nc2nccc(-c3ccc4c(c3)OCO4)n2)cc1	?
CC(C)=Cc1oc2c(Cl)cc(Cl)cc2c1N1CCOCC1	30.0%*
COc1cccc(-n2cc(C(=O)O)c3ccccc3c2=O)c1	i
COC(=O)[C@@H]1CCCN1Cc1cnc2c(-c3ccccc3)cnn2c1	i
COc1ccc(C)cc1NC(=O)C(C)C	i
CC(=O)c1sc2c(c1C)c(=O)n(-c1ccc(Cl)cc1)c(=O)n2CC(=O)NCc1ccco1	i
CCOc1ccc(-c2cccc3ccnn23)nn1	i
COc1ccc(OC)c(NC(=O)Cn2cnc3c2c(=O)n(C)c(=O)n3C)c1	i
O=C(c1ccc2c(Cl)c3c(nc2c1)CCCC3)N1CCN(c2ncccn2)CC1	i
CC1CCN(C(=O)Cn2c(=O)n(-c3ccccc3)c(=O)c3sccc32)CC1	i
O=C(CN1CCN(Cc2ccccc2F)C1=O)NCCC1=CCCCC1	i

Structures from the list above containing an aryl thioether with sulfur outside any ring:
SMILES	ST2 inh
CCC(C)NC(=O)CSc1c2c(nc3ccccc13)CCC2 (stereo unspecified)	?
CSc1ccc2c(c1)CCN(Cc1cc3n(n1)CCNC3)C2	i

Following part:
SMILES	ST2 inh
COc1ccc2oc(=O)c(NC(=O)C3CCCCC3)cc2c1	i
Cc1cccc(-c2nnc(-c3nc(NC(C)C(=O)N4CCCCC4)c4ccccc4n3)o2)c1 (stereo unspecified)	i
COc1ccc(S(=O)(=O)Nc2ccc(C)c(C)c2)cc1	?
N#Cc1ccc(C(=O)N2C[C@@H]3C[C@H](C2)c2ccc(-c4ccc(OC(F)(F)F)cc4)c(=O)n2C3)cc1	i
Cc1cc(Nc2ccc(N3CCOCC3)cc2)c2cc(Cl)ccc2n1	?
COc1cc(/C=C2\C(=O)NN(c3cccc(Br)c3)C2=O)c([N+](=O)[O-])cc1OC	?
CC(=O)Cc1nsc(Nc2ccccc2)n1	i
Cc1cnc(C(=O)N2CCc3c([nH]c4ccccc34)C2c2ccc(F)cc2)cn1 (stereo unspecified)	?
Cc1ccnc(C(NCc2nc(-c3ccco3)no2)C2CC2)c1 (stereo unspecified)	i
CCN(CCc1nc2ccc(OC)cc2[nH]1)C(=O)c1cc(C)nc(C)n1	?
Cc1cc(C(=O)N2CCN(c3ccccc3)CC2)no1	i
C=CCC1=C[C@]2(OC)[C@H](C)[C@@H](c3ccc4c(c3)OCO4)O[C@]2(OC)CC1=O	?
Cc1ccccc1CCC(=O)N(C)CC1(CO)CCOCC1	i
O=C(CSc1ccccc1)NCc1ccccc1	i
Cc1cccc(NC(=O)C(=O)NCc2ccncc2)c1C	i
CCOCCCNC(=O)c1cn(CC(C)C)c(=O)c2c1c1ccccc1n2C	i
O=C(NC1CCCC1)C1c2ccccc2C(=O)N1Cc1ccc(F)cc1 (stereo unspecified)	i
C=CCNc1ccccc1C(=O)N1CCC[C@@H]1C(N)=O	i
CCc1ccc(Cn2c(CNS(=O)(=O)c3ccc(C(C)(C)C)cc3)nc3cccnc32)cc1	i
C[C@@H]1O[C@@H](O[C@H]2[C@H](Oc3cc(O)c4c(c3)OC(c3ccc(O)cc3)CC4=O)O[C@H](COC(=O)CC(C)(O)CC(=O)O)[C@@H](O)[C@@H]2O)[C@H](O)[C@H](O)[C@H]1O (stereo partly specified)	i
Cc1cc(OCC(=O)N2CCc3ccccc3C2)ccc1Cl	i
COc1cc(N2CCCC2)c(OC)cc1CO	?
O=C1C2C3C=CC(C3)C2C(=O)N1Cc1ccc(F)cc1 (stereo unspecified)	i
COC(C)c1ccc(-c2cc(C(=O)O)cc(S(=O)(=O)N3CCCC3)c2)cc1 (stereo unspecified)	?
Cc1nc2sc(C(c3ccc(Cl)cc3)N3CC(C)OC(C)C3)c(O)n2n1 (stereo unspecified)	i

The listing continues:
SMILES	ST2 inh
C[C@]12CC3CC(C(=O)N4CCc5sccc5C4)(C1)C[C@@](C)(C3)C2	?
COc1cc(/C=C/C(=O)O[C@H]2[C@H](O)[C@@H](CO)O[C@@]2(CO)O[C@H]2O[C@H](CO)[C@@H](O)[C@H](O)[C@H]2O)ccc1O	i
CC(C)[C@@H](C)n1c(CCc2ccccc2)n[nH]c1=O	i
COc1ccc(CN2CCCN(CC(=O)Nc3ccc(Br)cc3)S2(=O)=O)cc1	i
CC(C)(C)C(=O)Nc1ccc(Sc2ccc([N+](=O)[O-])cc2)cc1	?
COc1ccc2c(c1)OC(C)CN(CC(=O)NCC(c1ccncc1)N1CCOCC1)C2 (stereo unspecified)	i
O=C(Cc1c(C(=O)O)[nH]c2ccc(Cl)cc12)NCc1ccc(F)cc1Cl	i
COc1ccc(NC(=O)C2C3NC(=O)NC2(C)Oc2ccc(Br)cc23)cc1 (stereo unspecified)	i
COc1cccc(CN(C)Cc2noc(C3CCC3)n2)c1O	?
Cc1cc(Cl)ccc1N(CC(=O)Nc1ccc(C(N)=O)cc1)S(=O)(=O)c1ccccc1	i
COc1ccc(C(=O)N(C)CC2CCN(CCc3ccc(Cl)cc3)CC2)c(OC)n1	i
Cc1ccc(N2C(=O)C(N3C(=O)c4ccccc4C3=O)C2c2ccc(N(C)C)cc2)cc1F (stereo unspecified)	31.0%*!
O=C(c1cc(-c2ccc(F)cc2)on1)N1CCN(c2ccc(F)cc2)CC1	?
O=C1c2ccc(-c3ncc(-c4ccccc4)o3)cc2C(=O)N1c1ncn[nH]1	i
CNC(=O)C(=O)Nc1ccc(Cl)c(Cl)c1	?
CN1CC(=O)N2CCN(C(=O)CN3CCc4ccccc4C3)CC2C1=O (stereo unspecified)	?
O=C(CSc1n[nH]c(-c2ccccc2)n1)c1ccc(F)cc1	i
CC1(C(=O)NC2CCCC2)CCC(=O)N1CCN1CCOCC1 (stereo unspecified)	i
CN(C)CC(=O)Nc1ccc(-c2nc3cc(NC(=O)CN(C)C)ccc3o2)cc1	i
CCCCc1ccc(C(=O)Nc2ccccc2O)cc1	i
O=C(CCn1cnc2ccccc2c1=O)N1CC(c2cccnc2)C1	i
COc1ccc(-c2noc(CCC(=O)N3CCCC3)n2)cc1	i
O=C(c1ccc(Cn2c(=O)[nH]c3ccsc3c2=O)cc1)N1CCN(c2ccc(F)cc2)CC1	i
O=C(c1cccc(F)c1)N1CCN(C2CCN(Cc3ccccc3)CC2)CC1	i
Fc1ccc(CSc2c[nH]c3ccccc23)cc1	i

Compounds listed so far containing a CF3 group, in the order listed:
SMILES	ST2 inh
CC(=O)N[C@@H](Cc1c[nH]c2ccccc12)C(=O)OCc1cc(C(F)(F)F)cc(C(F)(F)F)c1	i
N#Cc1ccc(C(=O)N2C[C@@H]3C[C@H](C2)c2ccc(-c4ccc(OC(F)(F)F)cc4)c(=O)n2C3)cc1	i

For convenience, 2 of the compounds above:
SMILES	ST2 inh
O=C1C2C3C=CC(C3)C2C(=O)N1Cc1ccc(F)cc1 (stereo unspecified)	i
COC(C)c1ccc(-c2cc(C(=O)O)cc(S(=O)(=O)N3CCCC3)c2)cc1 (stereo unspecified)	?

More compounds
SMILES	ST2 inh
O=C(O)c1cccnc1CN1CCN(c2ccccc2-c2ccccc2)CC1	?
O=C(Oc1cc(O)c2c(c1)O[C@@H](c1ccc(O)c(O)c1)[C@H](O)C2)c1cc(O)c(O)c(O)c1	i
COC(=O)[C@H]1C[C@@H](O)CCN1CCOCc1ccccc1	i
CN(Cc1cccnc1)C(Cc1ccccc1)C1CCN(C(=O)C23CC4CC(CC(C4)C2)C3)CC1 (stereo unspecified)	32.0%*
CC(C)CN(Cc1ccsc1)C(=O)c1ccc(-n2cnnc2)cc1	?
CCCC(=O)NCCCc1nc2ccccc2n1CCC	?
NC/C=C/C(=O)O	?
Cc1ccc2nc(CN(C)C(=O)c3ccc(-n4cnnn4)cc3)[nH]c2c1	i
COCC1(C(=O)NC2CC(=O)Nc3ccccc32)CCC1 (stereo unspecified)	i
CCS(=O)(=O)c1ccc2oc(=O)c(C=C(O)c3cccc(OC)c3)nc2c1	?
O=C(c1ccc(F)cc1)N1CCN(c2ccc(N3CCOCC3)nn2)CC1	i
CCc1ccc(NC(=O)NCCc2nc3cccnc3n2Cc2ccc(C)cc2)cc1	?
COc1ccc(NC(=O)CCC2CCCN(S(=O)(=O)N(C)C)C2)c(C)c1 (stereo unspecified)	i
CCOC(=O)c1nn(CC2CC2)c2c1CN(Cc1cn(C)nc1C)CC2	i
Cc1cccc(N2C(=O)CSC2c2cccnc2)c1 (stereo unspecified)	i
Cc1cccc(N2CCCC2=Nc2cc(N(C)C)nc3ccccc23)c1	?
Cc1cccc(NC(=O)CN2C(=O)CC(c3ccccc3)=Nc3ccccc32)c1	i
Brc1ccc2c(c1)C1CC(c3ccco3)=NN1C(c1cccs1)O2 (stereo unspecified)	?
COc1ccc(N2C(=O)c3cccc4cccc(c34)C2=O)cc1Cl	?
Cc1ccccc1Oc1nc2c(c(=O)n(C)c(=O)n2C)n1C	?
CCCCCSc1nnc2c(n1)OC(c1cccnc1)N(C(C)=O)c1ccccc1-2 (stereo unspecified)	i
CCOC(=O)c1cnc2c(ccc3ccccc32)c1Nc1ccccc1OC	i
CCOc1ccc(-n2c(CN3CCNCC3)nc3cccnc32)cc1	i
C[C@H]1[C@@H]2[C@@H](O)C([C@H](C)C(=O)NC3CC3)CC[C@@]2(C)CC[C@@H]1NC(=O)c1cnccn1 (stereo partly specified)	i
C=CCc1cccc2cc(C(=O)Nc3ccc(S(N)(=O)=O)cc3)c(=O)oc12	?
Cc1ccccc1Cn1cc(SCC(=O)N2CCCC2)c2ccccc21	?
O=C(Oc1ccc2ccc(=O)oc2c1)c1ccc(Cl)cc1	i
COc1ccc2c(C)nc(N=C(N)N)nc2c1	?
COc1cc(C2C3=C(CC(C)(C)CC3=O)Nc3ncnn32)cc(OC)c1OC (stereo unspecified)	i
CN(Cc1ccccc1)C(=O)C(Cc1ccccc1)NS(=O)(=O)c1cccs1 (stereo unspecified)	i

High-throughput results (PubChem BioAssay)
